# Compound activity as filed in PubChem.
# ATXN viability: viability counter-screen for ATXN expression inhibitors | S2 cells (HEK-293 line with an ATXN2-luciferase reporter) viability, CellTiter-Fluor protease fluorescence, 24 h | Potency, µM (series often up to 56.7 µM), usual class: cytotoxic | 400,000 compounds, 0.49% hits; note: potency is the fitted concentration of half-maximal effect; nearly all actives have a fitted effect of over 40% in size
# A549 viability: kills or reduces viability of A549 cells in Nrf2 counter-screen; Potency, µM (titrated, usually from 46 µM), inactives show top-dose activity change, negative = cytotoxicity, hits mostly inhibitors; A549 ARE-Fluc cells, CellTiter-Fluor viability, 18-24 h; 390,000 compounds, 0.16% hits; note: potency is the fitted concentration of half-maximal effect; % is set by controls: 0 for no effect and ±100 for the full control effect
#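 Cytotoxicity counterscreen: CellTiter-Fluor fluorescence was measured in A549 ARE_Fluc cells after 18-24 h of compound exposure in a concentration series. The subsequent BugLite luminescent read reports ARE-luciferase activity.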
# MmCpn inh: M. maripaludis TRiC chaperonin inhibition; purified Mm-Cpn ATPase, ADP Transcreener TR-FRET; 330,000 compounds, 0.031% hits; Potency, µM (series often up to 76.9 µM), for inactives: at the highest dose activity, negative = inhibition, hits mostly inhibitors; note: potency is the fitted concentration of half-maximal effect; % is set by controls: 0 for no effect and ±100 for the full control effect; nearly all actives have a fitted effect of over 80% in size
#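 Compound-treated chaperonin, 25 nM final, turns over 10 uM ATP at 37°C for 30 min following a 10 min preincubation; ADP generated competes with ADP-d2 for Eu-cryptate antibody, lowering FRET.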
# Nrf2 inh: inhibitors of Nrf2 signaling; 360,000 compounds, 2.1% hits; A549 ARE-Fluc reporter, luciferase luminescence, 18-24 h; Potency, µM (highest dose often 46 µM), for the others: at the highest dose activity change, negative = inhibition, usual class: inhibitors; note: potency is the fitted concentration of half-maximal effect; % is set by controls: 0 for no effect and ±100 for the full control effect; nearly all actives have a fitted effect of over 60% in size
#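 A549 ARE_Fluc cells, 5000/well, 5% FBS OPTI-MEM; compounds in dose-response, 18-24 h at 37 °C/5% CO2; CellTiter-Fluor viability read (Ex 405/Em 525), then BugLite luciferase luminescence = Nrf2 activity.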
# HepG2 viability: counter-screen for TGF-b inhibitors: cytotoxicity in HepG2 cells; HepG2 CAGA-GFP viability, ATP luminescence, 18 h; Potency, µM (top dose mostly 46.1 µM), without a hit: at the highest dose activity change, negative = cytotoxicity, most hits filed as cytotoxic; 410,000 compounds, 0.76% hits; AID 588856; note: potency is the fitted concentration of half-maximal effect; some results filed as inactive show a strong effect at the top dose
#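 HepG2 CAGA-GFP cells (1000/well, DMEM with 1% FBS) received compound, then TGF-beta at 500 pg/mL final, and were incubated 18 hours at 37 degrees C. Viability was read by CellTiter-Glo luminescence. Media-only wells were set as complete cell-killing and DMSO as no toxicity.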
# TGFb inhibitor: inhibitors of TGF-b signaling; HepG2 CAGA-GFP TGF-b/SMAD3 reporter, GFP fluorescence, 18 h; TGF-beta stimulated, 500 pg/mL final; Potency, µM (series often up to 46.1 µM), inactives show at the highest dose activity, negative = inhibition, hits mostly inhibitors; 410,000 compounds, 1.2% hits; AID 588855; note: potency is the fitted concentration of half-maximal effect; % is set by controls: 0 for no effect and ±100 for the full control effect; nearly all actives have a fitted effect of over 65% in size
#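 HEPG2 CAGA-GFP, 1000 cells/well; 2 h settle, 37 C; cpd via pin tool; TGF-b 500 pg/mL final; 18 h, 37 C; GFP imaging ex488/em500-530; %Activity normalised to -TGF-b and +DMSO controls; CRC fit, curve class.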
# Nrf2 activator: activators of Nrf2 (ARE) signaling | AREc32 ARE-luciferase reporter (MCF7-derived line), luminescence, 24 h | Potency, µM (titrated, usually from 46.1 µM), inactives show top-dose activation, usual class: activators | 410,000 compounds, 0.31% hits; note: potency is the fitted concentration of half-maximal effect; % of control where 0% means no effect; nearly all actives have a fitted effect of over 65% in size
#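 ARE-driven firefly luciferase activity in AREc32 cells measured after a 24 hr compound exposure at 37 deg C, using Steady-Glo reagent and a 30 min room-temperature hold.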
# CCT chaperon mod: changes cytosolic chaperonin activity | purified chaperonin ATPase assay, HTRF ADP detection, 30 min | activity change, % (test concentration not listed), hits read low | 360,000 compounds, 0.3% hits | AID 651819; in the data active = activity change below about -30%; note: % is set by controls: 0 for no effect and ±100 for the full control effect
#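 Enzyme 40 or 20 nM (batch-dependent) in Tris pH 7.4/KCl/MgCl2/DTT; cpd 76 uM single point; ATP 10 uM; 30 min 37 °C; Transcreener ADP HTRF detection, 30 min RT; ratio 665/615.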
# pAkt inh: blocks phosphorylation of Akt. 360,000 compounds, 0.32% hits. activity change, % for hits at 50 µM. Neuro2A IGF-stimulated pAkt S473 HTRF, 20 min; hits give low values; in the data active = activity change below about -80%; inconclusive = mostly about -51% to -80%; note: % is set by controls: 0 for no effect and ±100 for the full control effect
#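 Neuro2A cells in DMEM with 0.5% FBS, overnight at 37 deg C, given compound at single 50 µM final, then IGF (6 nM final) for 20 min at 37 deg C. Lysed; phospho-Akt Ser473 by HTRF after 24 h, 665/615 ratio.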
# * hit, by the source's call; i = inactive; u = inconclusive; x = no result given. Unless noted, calls come from the whole dose curve; as a rule, active = well fitted curve in the direction sought with a large enough effect; inconclusive = small, poorly fitted or top-dose-only effect, or another doubt; inactive = no such curve, though single readings can be large; an effect the other way counts as inactive or inconclusive. Not a hit list (roughly 4.4% active in at least one column).
Structure	ATXN viability	A549 viability	MmCpn inh	Nrf2 inh	HepG2 viability	TGFb inhibitor	Nrf2 activator	CCT chaperon mod	pAkt inh
CC1=C(C(=O)OCc2ccccc2)C(c2cccc([N+](=O)[O-])c2)NC(=O)N1C (stereo unspecified)	i	3%	2%	-24%	-16%	-22%	2.5%	0.3	i
CC1=CC(=O)C=CC1(C)C(Cl)(Cl)Cl (stereo unspecified)	i	-3%	0%	x	17%	-2%	0.1%	0.4	i
CCn1nnnc1SCC(=O)c1cc(OC)ccc1OC	i	2%	1%	-5%	6%	8%	4.9%	0.0	i
CCN(Cc1ccccc1)C(=O)C(=O)c1cn(CC(=O)N2CCCC2)c2ccccc12	i	-1%	-5%	3%	-3%	1%	-1.1%	1.9	i
C[C@H](NC(=O)c1ccc2ccccc2c1)C(=O)N1CCC2(CC1)NCCc1[nH]cnc12	i	-11%	1%	u	9%	14%	-0.5%	-0.3	x
COc1cccc(CNC(=O)C2CCC(=O)N(C3CC3)C2)c1OC (stereo unspecified)	i	6%	-1%	24%	14%	3%	-0.7%	0.6	i
CCc1ccc(NC(=O)CC2C(=O)N(c3ccc(OC)cc3)C(=O)N2Cc2cccs2)cc1 (stereo unspecified)	x	-2%	x	u	-9%	-8%	0.2%	x	x
O=C(NCC(=O)N1CC(O)CC1C(=O)N1CCCC1C(=O)OCc1ccccc1)OCc1ccccc1 (stereo unspecified)	i	1%	1%	-10%	-43%	u	-0.6%	-3.2	i
CCn1nnc2cc(C(=O)Nc3ccc(C)cc3Br)ccc21	i	22%	x	u	0%	5%	0.4%	x	x
CC(C)NC(=O)C1CCN(C(=O)c2cc3sccc3n2Cc2ccc(F)cc2)CC1	i	u	0%	15µM*	-23%	-25%	-0.2%	2.0	i

Structure	ATXN viability	A549 viability	MmCpn inh	Nrf2 inh	HepG2 viability	TGFb inhibitor	Nrf2 activator	CCT chaperon mod	pAkt inh
Cc1ccc(OCC(=O)NCCNC(=O)c2cnccn2)cc1	i	2%	0%	-9%	8%	5%	-0.4%	-2.7	i
O=C(CCNC(=O)c1ccccc1Cl)Nc1nnc(C2CC2)s1	i	0%	1%	4%	-1%	4%	0.7%	-0.2	i
COc1ccccc1S(=O)(=O)Cc1ccc(C(=O)NCCCN2CCN(c3ccc(F)cc3)CC2)o1	i	2%	0%	-3%	-57%	-1%	0.6%	-1.2	i
CC(C)(C)c1nnc2sc(SCC(=O)c3ccccc3)nn2c1=O	i	-7%	-2%	9%	-34%	7%	16%	1.8	x
O=C(NCc1ccc(F)cc1)C1CCCN(S(=O)(=O)c2ccc(Br)s2)C1 (stereo unspecified)	u	4%	-2%	-14%	-4%	-6%	-0.5%	0.5	i
O=C(NN1CCOCC1)C12CC3CC(CC(C3)C1)C2	i	4%	0%	3%	-17%	-13%	-0.5%	-8.1	i
COc1ccc2cc(C(N)=O)/c(=N\NC(=O)c3ccccc3)oc2c1	i	-10%	0%	u	-27%	1%	2.3%	-3.1	i
O=C(c1ccc(S(=O)(=O)N2CCCCCC2)cc1)N1CCN(c2ccccn2)CC1	i	-5%	3%	u	-4%	-8%	0.3%	-0.2	i
O=C(Nc1nnc(Cc2ccc(Cl)cc2)s1)c1cccnc1	i	-3%	-2%	2%	8%	2%	0.1%	-1.3	i
CN1C(=O)C2(Oc3ccccc3C3CC(c4ccccc4)=NN32)c2ccccc21 (stereo unspecified)	i	3%	0%	x	-41%	u	u	1.3	i

Structure	ATXN viability	A549 viability	MmCpn inh	Nrf2 inh	HepG2 viability	TGFb inhibitor	Nrf2 activator	CCT chaperon mod	pAkt inh
CCc1cc(=O)oc2c(C)c(OC(C)C(=O)NCCCn3ccnc3)ccc12 (stereo unspecified)	i	0%	0%	-23%	3%	16%	0.4%	-0.7	i
O=C1/C(=C/c2ccco2)SC(=S)N1CCC(=O)N1CCCCC1CCO (stereo unspecified)	x	3%	-4%	-7%	-30%	u	u	-10	x
Cc1nc(NNC(=O)c2ccc([N+](=O)[O-])cc2)cc(-c2ccccc2)n1	u	-1%	0%	-20%	-11%	-12%	3.0%	-1.3	i
CCCCOc1ccc(CSc2nnc(C)n2N)cc1[N+](=O)[O-]	i	4%	0%	6%	-38%	9%	0.2%	2.5	i
COc1ccc(OC)c(Nc2nc3nonc3nc2N2CCCC(C)C2)c1 (stereo unspecified)	i	4%	u	-8%	-12%	-2%	4.0%	-1.1	i
CC1CCCCC1NC(=O)CN1C(=O)NC(C)(c2cc(F)ccc2F)C1=O (stereo unspecified)	i	5%	-2%	3%	-5%	9%	-0.9%	0.5	i
CCN(CC(=O)Nc1ccc(NC(C)=O)cc1)C(=O)c1ccc2c(c1)S(=O)(=O)N=C1CCCCCN12	i	2%	-17%	-10%	0%	4%	0.2%	0.4	i
COc1ccc(NC(=O)C2CC(=O)n3ncnc3N2)cc1 (stereo unspecified)	i	5%	-2%	7%	-18%	-6%	0.2%	-2.6	i
c1ccc(-c2nc3c4ccccc4ccn3c2CN2CCCCC2)cc1	u	-7%	1%	u	-19%	-18%	21%	-0.2	i
COCCN1Cc2cccc(C(=O)Nc3cccc(C)c3C)c2C1=O	i	-4%	-1%	-7%	4%	0%	-0.7%	-1.1	i

Structure	ATXN viability	A549 viability	MmCpn inh	Nrf2 inh	HepG2 viability	TGFb inhibitor	Nrf2 activator	CCT chaperon mod	pAkt inh
CC(c1ccco1)N(C(=O)COc1ccccc1[N+](=O)[O-])c1ccccn1 (stereo unspecified)	i	0%	x	x	-2%	-4%	4.7%	-1.9	i
CCOC(=O)c1[nH]c2ccc(OC)cc2c1NS(=O)(=O)c1ccc(Cl)s1	i	-11%	0%	-18%	-31%	6%	-0.4%	9.5	i
Cn1c(N)c(C(=O)COC(=O)C2(c3ccc(Cl)cc3)CCCC2)c(=O)n(C)c1=O	i	u	0%	18µM*	-42%	-1%	0.1%	-0.5	i
O=[N+]([O-])c1cccc(-c2ccc3nnc(SCc4ccccn4)n3n2)c1	i	0%	1%	12%	-4%	u	1.9%	-1.4	i
COc1ccc(Cc2nnc(SCC(=O)c3ccccc3)o2)cc1	i	-2%	1%	-1%	3%	0%	-0.3%	-7.7	i
N#C/C(=C\C=C\c1ccccc1[N+](=O)[O-])c1nc(-c2ccc3c(c2)OCO3)cs1	i	12%	-1%	13%	-27%	-28%	2.7%	-4.8	i
CC(Oc1ccccc1F)c1nnc(SCC(=O)c2c(N)n(C3CC3)c(=O)[nH]c2=O)o1 (stereo unspecified)	i	5%	-2%	-12%	12%	-4%	-0.5%	2.6	i
C=C(C)Cc1c(C)nc(-c2ccccc2)[nH]c1=O	i	x	0%	1%	0%	21%	-0.3%	-1.6	i
Cc1ccc(S(=O)(=O)NC(CC(C)C)C(=O)Oc2ccc3c4c(c(=O)oc3c2)CCC4)cc1 (stereo unspecified)	i	0%	0%	-1%	-28%	-18%	2.0%	-1.0	i
COc1ccc(C(=O)OCCNC(=O)c2c(Cl)nc3ccccn23)cc1	i	-5%	-1%	-25%	1%	8%	2.3%	-2.1	i

Structure	ATXN viability	A549 viability	MmCpn inh	Nrf2 inh	HepG2 viability	TGFb inhibitor	Nrf2 activator	CCT chaperon mod	pAkt inh
CCc1ccc2c(c1)C1(SC(NC(C)=O)=NN1C(C)=O)C(=O)N2C(C)C (stereo unspecified)	i	-7%	-1%	-2%	-2%	7%	-0.6%	-0.2	i
O=S(=O)(c1ccc(=S)[nH]c1)N1CCCCC1	x	11%	1%	6%	3%	3%	-0.1%	0.5	i
CCOc1ccc(OCCOCCOc2c(Cl)cccc2Cl)cc1	i	4%	x	-12%	3%	-2%	0.5%	-2.3	i
CCOc1ccc(C2CC(=O)NC(SCC(=O)OC)=C2C#N)cc1 (stereo unspecified)	i	2%	2%	-9%	16%	6%	-0.9%	-1.4	i
CC(C)(C)c1ccc(-c2nc3cc(N)ccc3o2)cc1	i	1%	-6%	u	-10%	-7%	-0.5%	-1.2	i
COc1ccc(C(=O)COC(=O)c2ccc(Cl)nc2)c(OC)c1	i	-2%	-2%	u	-40%	24%	0.2%	2.2	i
COc1cc(/C=C2\SC(N3CCCCC3)=NC2=O)cc(OC)c1OC	i	1%	0%	-15%	-8%	9%	14%	0.1	i
CCC(=O)N(Cc1cc2cc(OC)ccc2[nH]c1=O)c1ccccc1C	i	-10%	0%	10%	3%	-2%	0.2%	-1.2	i
O=S(=O)(c1ccccc1)N1CCN=C1SCc1ccc(Cl)cc1	i	-14%	3%	-16%	-20%	-3%	0.3%	-0.4	i
C=C1Nc2ccccc2C(=O)N1c1ccc(C(=O)N2CCN(C(=O)c3ccco3)CC2)cc1	x	7%	x	0%	-22%	-1%	x	x	x

Structure	ATXN viability	A549 viability	MmCpn inh	Nrf2 inh	HepG2 viability	TGFb inhibitor	Nrf2 activator	CCT chaperon mod	pAkt inh
CCCCC1=CC2=CC(=O)C(C)(OC(=O)CCc3ccccc3)C(=O)C2=CO1 (stereo unspecified)	i	-7%	1%	1%	-4%	1%	-0.2%	-0.6	i
CCc1ccccc1NC(=O)CNC(=O)CCC(=O)c1cc(C)sc1C	i	x	x	x	-24%	-15%	3.2%	-0.9	i
Cc1ccc(N(CCC#N)C(=O)CSc2nc3ccccc3c(=O)[nH]2)cc1	i	0%	2%	-15%	-14%	-3%	-0.2%	-1.1	i
COC(=O)[C@@]12CCCN1[C@H](c1ccc(-c3ccc(F)cc3)c(OC)c1)[C@H]1C(=O)N(C)C(=O)[C@H]12	i	4%	-3%	12%	-13%	-21%	3.3%	-1.5	i

# Individual results from the results shown.
# Result of COC(=O)[C@@]12CCCN1[C@H](c1ccc(-c3ccc(F)cc3)c(OC)c1)[C@H]1C(=O)N(C)C(=O)[C@H]12 in TGFb inhibitor: -21%
# Result of CCc1ccccc1NC(=O)CNC(=O)CCC(=O)c1cc(C)sc1C in HepG2 viability: -24%
# Result of Cc1ccc(N(CCC#N)C(=O)CSc2nc3ccccc3c(=O)[nH]2)cc1 in CCT chaperon mod: -1.1
